Source: PubChem BioAssay
RmlCD inh 1536 = inhibitors of Mycobacterium tuberculosis RmlC and RmlD coupled enzymes | P9WH09+P9WH11 | RmlC+RmlD coupled enzyme assay, percent inhibition; primary screen in compound mixtures | inhibition, % at 3.6 µM | 160,000 compounds, 0.03% hits | AID 1533; in the data active = inhibition mostly above about 34%, no sharp cut-off; also: some results filed as inactive read as strong as hits
Target sequence (P9WH09 whole entry, looked up): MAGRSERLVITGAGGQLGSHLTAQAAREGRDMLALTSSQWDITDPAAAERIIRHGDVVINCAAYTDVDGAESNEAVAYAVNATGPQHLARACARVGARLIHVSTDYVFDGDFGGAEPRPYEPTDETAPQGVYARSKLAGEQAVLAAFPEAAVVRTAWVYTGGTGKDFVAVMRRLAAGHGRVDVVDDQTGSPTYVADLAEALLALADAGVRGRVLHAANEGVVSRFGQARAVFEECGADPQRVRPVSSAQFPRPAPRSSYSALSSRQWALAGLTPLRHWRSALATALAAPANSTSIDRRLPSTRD
Target sequence (P9WH11 whole entry, looked up): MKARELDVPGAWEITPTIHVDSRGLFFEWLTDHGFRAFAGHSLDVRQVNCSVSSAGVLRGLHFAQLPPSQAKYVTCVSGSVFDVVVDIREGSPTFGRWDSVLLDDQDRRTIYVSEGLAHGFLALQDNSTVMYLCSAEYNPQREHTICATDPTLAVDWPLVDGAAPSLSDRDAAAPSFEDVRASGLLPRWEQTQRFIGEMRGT
GlmU inhibition = inhibition of mycobacterial GlmU enzyme – biochemical, glucosamine-1-phosphate acetyltransferase (AID 1376) | 220,000 compounds, 0.25% hits | M. tuberculosis GlmU acetyltransferase enzyme assay; higher % means a stronger effect | one-dose inhibition, %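 (tested at 30 µM in the primary screen)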; IC50 in µM for titrated hits; in the data active = inhibition above about 13%;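 also: 0% = complete reaction with vehicle and 100% = reaction without substrate; strong numbers were not always called active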
* hit, by the source's call; . = no result given.

SMILES	RmlCD inh 1536	GlmU inhibition
COc1ccc(-n2c(C)cc(/C=N/Nc3nc(N4CCOCC4)nc(N4CCOCC4)n3)c2C)cc1	30	-1.7%
COc1ccc(NC(=O)NC(C)(C(F)(F)F)C(F)(F)F)cc1	.	3.7%
COc1ccc(Nc2cc(=O)oc3ccccc23)cc1	11	4.1%
Cc1cc(C)n(-c2nc3c(c(=O)[nH]c(=O)n3C)n2CC(C)C)n1	-2	3.0%
CCCC1=C(C(=O)OCC)C(c2cc(Cl)cc(OC)c2OCC(=O)OCC)NC(=O)N1 (centres undefined)	-1	4.4%
CCCc1c(C(=O)NNc2cccc(Cl)c2)cnn1-c1ccccc1	-2	-1.5%
Cc1ccccc1/C=c1\s/c(=C\C(=O)C(C)(C)C)[nH]c1=O	.	7.0%
CC1(C)CC(=O)c2cc(OCC(=O)NCCCN3CCN(c4ccc(F)cc4)CC3)ccc2O1	39	1.6%
Cc1ccc(Nc2ncnc3ccccc23)cc1	0	-2.9%
CCn1ncc(C(=O)Nc2cc(C)on2)c1C	-5	6.8%
Cc1ccc(CNS(=O)(=O)c2ccc3c(c2)CCN3C(=O)CCCC(=O)O)cc1	-9	2.8%
CCOC(=O)c1cnc2c(C(=O)OC)cccc2c1NCc1ccco1	-1	3.4%
CCN(CC)S(=O)(=O)c1cc([N+](=O)[O-])ccc1NNC(=O)Nc1ccccc1OC	-11	1.6%
COc1cc(C(=O)NNC(=O)Nc2ccc([N+](=O)[O-])cc2)cc(OC)c1OC	15	-1.8%
Cn1c2ccccc2c2cc(C(=O)OCC(=O)N3CC(=O)Nc4ccccc43)sc21	5	-2.5%
O=c1cc(CN2CCc3ccccc3C2)nc2sccn12	1	0.1%
CCCC(=O)Nc1ccccc1NC(C)=O	.	2.1%
O=C1COc2ccc(C(=O)COC(=O)c3cc(S(=O)(=O)NCc4ccccc4)ccc3O)cc2N1	.	-1.7%
COc1ccc(-n2c(C)nnc2SCC(=O)N2C(C)CCCC2C)cc1 (centres undefined)	.	3.2%
O=C(CCC1CCCC1)c1c(O)c2ccccc2oc1=O	.	1.2%

Of the compounds above, 4 contain a halogen:
SMILES	RmlCD inh 1536	GlmU inhibition
COc1ccc(NC(=O)NC(C)(C(F)(F)F)C(F)(F)F)cc1	.	3.7%
CCCC1=C(C(=O)OCC)C(c2cc(Cl)cc(OC)c2OCC(=O)OCC)NC(=O)N1 (centres undefined)	-1	4.4%
CCCc1c(C(=O)NNc2cccc(Cl)c2)cnn1-c1ccccc1	-2	-1.5%
CC1(C)CC(=O)c2cc(OCC(=O)NCCCN3CCN(c4ccc(F)cc4)CC3)ccc2O1	39	1.6%

Next section:
SMILES	RmlCD inh 1536	GlmU inhibition
Cc1cccc(N2C(=O)CC(N3CCN(c4ccccn4)CC3)C2=O)c1 (centres undefined)	-9	-3.9%
Cc1sc(NC(=O)c2cc3ccccc3oc2=O)c(C(=O)OC(C)C)c1-c1ccccc1	.	6.7%
CN1CCN(C2=C(NS(=O)(=O)c3cccs3)C(=O)c3ccccc3C2=O)CC1	.	-3.8%
O=C(COC(=O)c1ccccc1)NCc1cccs1	9	-2.7%
NNc1ccc2c(C(F)(F)F)cc(C(F)(F)F)nc2n1	.	0.7%
CCc1ccc(-c2cc(C(F)(F)F)n3nc(C(=O)Nc4cnn(Cc5ccc(C)cc5)c4)cc3n2)s1	-10	3.3%
Cc1ccccc1NC(=O)c1oc(=O)c2ccccc2c1-c1ccccc1	23	-0.1%
COc1nccc(Nc2ccccc2)c1C#N	.	-1.7%
CCOC(=O)N1CCN(C(=O)CCn2nc(-c3ccc(Cl)cc3)ccc2=O)CC1	.	0.3%
COc1ccc(Cl)cc1NC(=O)c1cccnc1	9	5.5%
O=C(CCC1CCCCC1)NNC(=O)c1cnccn1	4	0.1%
Nc1nc(CSc2nnnn2-c2ccccc2)nc(N2CCCc3ccccc32)n1	.	-0.4%
Cc1ccc(/C=N/OC(=O)c2nn(C)cc2Cl)cc1	-7	1.9%
Nc1c(-c2cccs2)cnn1-c1nc(-c2ccc(F)cc2)cs1	-6	3.1%
COCCCNC(=O)c1ccc(Cn2c(=O)c3ccccc3n(CC(=O)NCCc3ccc(OC)c(OC)c3)c2=O)cc1	12	-5.5%
CC1CCN(C(=O)Cn2cc(C(=O)C3CC3)c3ccccc32)CC1	.	0.8%
O=C(COC(=O)c1n[nH]c(=O)c2ccccc12)c1ccc(Br)cc1	-4	-3.2%
Cc1nc(-c2ccc3c(c2)OCCCO3)cs1	-7	-1.1%
CCc1c(C(=O)NNC(=S)NC2CCCCC2)csc1C	1	2.3%
CCOC(=O)COc1nc2c(c(-c3ccco3)c1C#N)CCc1ccccc1-2	16	-2.1%
COc1cc2[nH]c(=O)n(CCCCCC(=O)NCCCN3CCOCC3)c(=O)c2cc1OC	.	-0.3%
O=c1cc(C(F)(F)F)[nH]c2c(C(F)(F)F)cccc12	.	5.5%
O=C1CSC(=Nc2ccccc2Cl)N1	.	-3.8%
Cc1ccc(S(=O)(=O)N2CCOC2C(Cl)(Cl)Cl)cc1 (centres undefined)	5	-2.3%
CCOc1cccc(OCCCCn2cnc3ccccc3c2=O)c1	1	0.7%
Cc1cc(C)c(C#N)c(N2CCN(CCOc3ccc(Cl)cc3)CC2)n1	.	0.4%
O=C(C1CCCO1)N1CCN(C(=S)Nc2ccc(Cl)c(Cl)c2)CC1 (centres undefined)	.	1.8%
CCn1c(C)nc2cc(C(=O)OCCC(F)(F)F)ccc21	.	8.7%
Cc1ccc(NC(=O)CSc2nc3ccccc3c(=O)n2CCCC(=O)N2CCCC2)cc1	.	-4.8%
Cc1ccc(S(=O)(=O)NNC(=O)CCC(=O)Nc2ccc(C)cc2C)cc1	25	-4.0%
O=C1Nc2ccccc2Oc2cc([N+](=O)[O-])cc(Oc3ccccc3)c21	-12	-0.2%
Clc1ccccc1/C=C/c1ccnc2ccccc12	5	-0.9%
O=C(O)c1cccnc1Sc1ccccc1Cl	1	3.5%
CC1(c2ccc(O)cc2)NC(=O)N(c2ccccc2)N1 (centres undefined)	-8	-0.8%
COc1ccccc1NS(=O)(=O)c1cccc(C(=O)N/N=C/c2ccc(C)o2)c1	.	0.7%
OCCNc1nc(-c2ccccc2)c2ccccc2n1	-17	.
COc1ccccc1NC(=O)N1CCc2[nH]c3ccc(F)cc3c2C1	.	4.1%
COc1ccc(-c2nc(-c3ccccc3)c(-c3cc([N+](=O)[O-])ccc3C)[nH]2)cc1OC	15	3.5%
C/C(=N/O)c1ccc2c(c1)OCCOCCOc1cc(/C(C)=N/O)ccc1OCCOCCO2	.	3.4%
COc1ccccc1Oc1ncnc2c1oc1ccccc12	-8	1.1%
COc1ccc(C2C(C#N)=C3NC(=O)c4c(sc5c4CCCCC5)N3C3=C2C(=O)CC(C)(C)C3)cc1 (centres undefined)	.	8.2%
COc1cc(-c2nnc(COC(=O)c3cc(C)nc4ccc(C)cc34)o2)cc(OC)c1OC	-3	2.8%
COC(=O)N/N=C/c1ccc(-c2ccc(Cl)cc2Cl)o1	9	4.7%
O=c1[nH]c(=O)n(Cc2ccc(F)cc2)c(O)c1/C=N/Nc1ccccc1	-10	-0.1%
O=C(NCCCN1CCN(c2ccccc2F)CC1)Nc1ccccc1[N+](=O)[O-]	-9	0.9%
COc1ccc(/C=C(/NC(=O)/C=C/c2ccccc2)C(=O)NCCCCCC(=O)O)cc1	.	-2.2%
CCOC(=O)c1ccc(NC(=O)c2cnccn2)cc1	.	-4.1%
C/C(=N\NC(=O)CNC(=O)C(c1ccccc1)c1ccccc1)c1ccccc1	24	-5.7%
CCCCCC(=O)NC(Cc1ccc(OC)c([N+](=O)[O-])c1)C(=O)O (centres undefined)	-3	-0.1%
COC(=O)C1CC(c2ccc(Cl)cc2)=NO1 (centres undefined)	3	-1.8%
The list goes on.
SMILES	RmlCD inh 1536	GlmU inhibition
CCC1(c2ccccc2)NC(=O)N(Cc2ccc(C(=O)OC)cc2)C1=O (centres undefined)	21	-1.8%
CN(C)c1ccnc(Oc2ccc(Cl)cc2)c1C#N	.	1.8%
CCOc1ccc(NC(=O)C2C3CC/C=C\CCC32)cc1 (centres undefined)	12	-4.3%
COC(=O)c1ccc(-c2ccco2)n1Cc1nc(-c2ccc(OC)c(OC)c2)oc1C	6	2.1%
O=C(CN1CCN(C(=O)c2ccco2)CC1)Nc1cccc([N+](=O)[O-])c1	0	-3.2%
O=C(Nc1cccc(C(F)(F)F)c1)OCCN1CCN(Cc2ccccc2)CCC1=O	.	-5.3%
CCOCCCNC(=O)C(NC(=O)Cc1cccs1)c1ccc(OC)cc1 (centres undefined)	-11	-2.1%
CC(Cc1cccs1)NC(=O)Nc1ccc(Cl)c(Cl)c1 (centres undefined)	-6	.
CCN(CC)c1ccc(-c2nnc(SCC(=O)Nc3ccccc3C#N)n2-c2ccccc2)cc1	.	4.3%
Cc1ccc(C)c2c1cc(C)c1nnc(SCc3ccccn3)n12	1	4.6%

Some of the entries above in another layout:
Results follow in this order: RmlCD inh 1536, GlmU inhibition
> COC(=O)c1ccc(-c2ccco2)n1Cc1nc(-c2ccc(OC)c(OC)c2)oc1C
  6, 2.1%
> O=C(CN1CCN(C(=O)c2ccco2)CC1)Nc1cccc([N+](=O)[O-])c1
  0, -3.2%
> O=C(Nc1cccc(C(F)(F)F)c1)OCCN1CCN(Cc2ccccc2)CCC1=O
  ., -5.3%
> CCOCCCNC(=O)C(NC(=O)Cc1cccs1)c1ccc(OC)cc1 (centres undefined)
  -11, -2.1%
> CC(Cc1cccs1)NC(=O)Nc1ccc(Cl)c(Cl)c1 (centres undefined)
  -6, .

(cont.)
SMILES	RmlCD inh 1536	GlmU inhibition
Cc1cc(NC(=O)NC(=O)c2ccc(F)cc2F)n[nH]1	-4	1.9%
CCCCCOc1ccc(N2C(=O)C(C)CNC2=S)cc1 (centres undefined)	-2	-1.8%
CC(=O)c1ccc(NC(=O)COC(=O)c2ccccc2N=Nc2ccc(N(C)C)cc2)cc1	9	-10%
N#Cc1ncc(C(F)(F)F)cc1Sc1ccccc1N	-2	4.4%
CCOC(=O)C(=O)NC1CCSC1=O (centres undefined)	.	2.9%
COc1ccccc1/C=N/NC(=O)CC(=O)Nc1ccc(Cl)c(Cl)c1	.	-0.2%
CCCCNC(=O)O/N=C(\N)CS(=O)(=O)C(C)(C)C	-8	4.7%
O=C(NCCO)c1ccc2c(c1)S(=O)(=O)c1ccccc1C2=O	-4	0.5%
COc1cccc(CCNC(=O)CC2C(=O)NCCN2Cc2ccc(Cl)c(F)c2)c1 (centres undefined)	13	-8.0%
Cc1cc(NC(=O)CCN2C(=O)C3C4C=CC(C4)C3C2=O)ccc1Br (centres undefined)	9	-0.1%
Cn1c2ccccc2c2cc(C(=O)N3CCOCC3)sc21	1	5.1%
Cc1cc(=O)[nH]c(SCc2cc(=O)n3nc(C)sc3n2)n1	4	-2.2%
COc1ccccc1N1C(N)=NC(N)=NC1(C)C	1	0.4%
Cn1cccc1CC(=O)NNC(=O)Nc1ccc(F)cc1	.	0.7%
Nc1ccc(-n2nncc2-c2ccc(Cl)cc2)cc1	.	-0.9%
COc1ccc(S(=O)(=O)N2CCC(C(=O)Nc3c(F)cccc3F)CC2)cc1	-10	0.7%
Cc1cccc(C(=O)N2CCN(C(=O)c3cccc(C)c3)C(C)C2)c1 (centres undefined)	-6	1.8%
O=C1c2ccccc2C(=O)N1CCSc1ccccc1	.	6.4%
COc1ccc(N(Cc2cc3cccc(C)c3[nH]c2=O)C(=O)C2CCCO2)cc1 (centres undefined)	7	0.2%
Cc1cc(OC(=O)c2ccc(Cl)cc2)cc(=O)n1C	4	-3.2%
CCc1cc2c(SCC(=O)Nc3cc(C)on3)ncnc2s1	-13	-4.9%
CN=C(SCC(=O)c1cccc(Cl)c1)c1c(O)n(C)c(=O)n(C)c1=O	-4	6.8%
CCOc1ncccc1C(=O)Nc1cccc(-c2nc3cccnc3s2)c1	1	-0.2%
Cc1cc(OCC(=O)c2ccc(C(F)(F)F)cc2)n2cnnc2n1	1	2.9%
O=C(Nc1ccc(S(=O)(=O)Nc2nccs2)cc1)c1ccc(F)c(S(=O)(=O)N2CCOCC2)c1	2	3.4%
O=C(O)CSCC(=O)Nc1ccc(Cl)cc1C(F)(F)F	18	3.4%
CCc1nc(N[C@@H](Cc2c[nH]c3ccccc23)C(=O)O)c2oc3ccccc3c2n1	.	5.3%
CCCCOc1ccc(N2CC(C(=O)NCCc3ccc(OC)c(OC)c3)CC2=O)cc1 (centres undefined)	-10	7.0%
N#CNC(=Nc1cccc(F)c1)SCc1ccccc1	-7	-4.2%
Cc1cc(=O)[nH]c(SCc2nnc(-c3ccccc3)o2)n1	8	6.0%
COCCn1c(SCC(=O)N2CCCc3ccccc32)nc2cccnc21	7	-0.5%
CCOC(=O)c1ccc(NC(=O)C2C3C=CC(O3)C2C(=O)O)cc1 (centres undefined)	12	-0.1%
Cc1ccc(C(=O)/C=C/Nc2cccc([N+](=O)[O-])c2)o1	.	-0.7%
Cc1nn(-c2ccc(F)cc2F)c2c1-c1nc(N3CCCC3)ncc1CC2	1	-3.5%
Cc1c(/C=N/NC(=O)c2cccnc2)c2ccccn2c1C(=O)c1ccc(F)cc1	10	2.6%
Cc1ccc(NC(=O)c2ccc3c(c2)N(CC(=O)N2CCCCC2)C(=O)C(C)(C)O3)cc1	.	0.1%
Cc1cc2nc3n(c2cc1C)CC1CC(C(=O)NCc2ccco2)N(C)C31 (centres undefined)	.	1.3%
NC(=O)c1c(NC(=O)c2cccnc2)sc2c1CCCC2	8	-4.7%
Cc1cc(C)c(-n2nnnc2SCC(=O)c2cc3ccccc3o2)c(C)c1	-5	-8.3%
COc1ccc(CNC(=O)CN(CC2CCCO2)C(=O)CNS(=O)(=O)c2ccc(F)cc2)cc1 (centres undefined)	-9	-4.3%
Cc1ccc(Nc2c([N+](=O)[O-])c(=O)n(C)c3ccccc23)cc1	4	4.7%

An excerpt. The share of hits here may be higher or lower than overall.
